Assay outcomes as filed in PubChem.
Bfl-1 Bim block – human Bim-Bfl-1 interaction inhibition. Q16548. Bead-based flow cytometry, Bim-Bfl-1 binding inhibition. inhibition, % at 10 µM. 0.12% of 190,000 active. AID 1008;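 further: 0% = wells without compound plus tracer and 100% = blocker peptide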
Bim-Bcl-B – human Bim-Bcl-B interaction inhibition; inhibition, % at 10 µM; AID 951; 0.073% of 190,000 active; Q9HD36; bead-based flow cytometry, Bim peptide-Bcl-B binding;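 further: 0% = tracer peptide without compound and 100% = reference inhibitor peptide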
Target sequence (Q9HD36 whole entry, looked up): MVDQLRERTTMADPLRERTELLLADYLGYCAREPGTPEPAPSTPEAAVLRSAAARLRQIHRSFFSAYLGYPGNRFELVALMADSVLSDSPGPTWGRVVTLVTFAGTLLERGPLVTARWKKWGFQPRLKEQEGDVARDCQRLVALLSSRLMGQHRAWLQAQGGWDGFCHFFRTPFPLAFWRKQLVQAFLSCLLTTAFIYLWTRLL
Mcl-1 Bim block – human Bim-Mcl-1 interaction inhibition. 0.1% of 190,000 active. Bead-based flow cytometry, Bim peptide-Mcl-1 binding. AID 1009. Q07820. inhibition, % at 10 µM;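 further: 0% = no compound tracer wells and 100% = peptide blocker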
RGS7-Gao reg – regulators of human RGS7-Galphao interaction; P09471; Multiplexed bead flow cytometry, RGS7-Galphao binding; actives lie on both sides; binding response (% of control), % at 10 µM; 0.35% of 220,000 active; in the data active means binding response below about 49% or above about 150%; inconclusive means no clear call, values can overlap the other calls; inactive means in between;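 further: fluorescent Galphao held in activated GDP-AlF4 state binding bead-coupled RGS7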
Target sequence (P09471 whole entry, looked up): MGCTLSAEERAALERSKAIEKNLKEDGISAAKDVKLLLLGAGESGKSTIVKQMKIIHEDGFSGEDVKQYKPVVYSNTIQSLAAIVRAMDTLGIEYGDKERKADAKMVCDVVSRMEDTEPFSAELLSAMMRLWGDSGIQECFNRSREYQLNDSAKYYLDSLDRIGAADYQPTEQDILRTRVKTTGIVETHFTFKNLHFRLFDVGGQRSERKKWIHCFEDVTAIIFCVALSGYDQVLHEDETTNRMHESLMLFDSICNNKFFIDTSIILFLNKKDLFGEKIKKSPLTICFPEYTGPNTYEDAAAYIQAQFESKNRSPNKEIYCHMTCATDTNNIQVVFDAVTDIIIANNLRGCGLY
Bcl-2 Bim block – disrupts Bim peptide binding to human Bcl-2. Bead-based flow cytometry, Bim peptide-Bcl-2 binding. inhibition, % at 10 µM. 0.06% of 190,000 active; in the data active means inhibition above about 40%; inconclusive means no clear call, values can overlap the other calls;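 further: 0% = no compound wells with probe peptide and 100% = reference peptide inhibitor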
Target sequence (P10415 whole entry, looked up): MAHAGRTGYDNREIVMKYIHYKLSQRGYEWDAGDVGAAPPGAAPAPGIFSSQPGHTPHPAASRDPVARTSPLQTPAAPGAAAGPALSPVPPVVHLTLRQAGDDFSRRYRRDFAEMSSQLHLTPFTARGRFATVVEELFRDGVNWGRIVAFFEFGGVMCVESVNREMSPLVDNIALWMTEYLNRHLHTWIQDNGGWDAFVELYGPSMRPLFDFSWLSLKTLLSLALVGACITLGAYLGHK
Bcl-XL Bim block – human Bim-Bcl-XL interaction inhibition; Q07817; inhibition, % at 10 µM; 0.04% of 190,000 active; Bim peptide-Bcl-XL binding, bead flow cytometry, fluorescence
Mcl1-Bid inh – disrupts binding of human Mcl-1 to Bid peptide; Q07820; TR-FRET Mcl-1/Bid-Dy647 peptide binding, 1536-well; inhibition, % at 21.7 µM; 0.97% of 220,000 active; AID 1021;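 active means compounds that cut the binding signal by more than half at the single screening dose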;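 further: His-tagged Mcl-1 with europium anti-His antibody binding Bid BH3 peptide; 0% = Mcl-1 plus peptide wells and 100% = peptide-only wells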
Mcl1 Noxa PPI – disrupts binding of human Mcl-1 to Noxa peptide. inhibition, % at 21.7 µM. TR-FRET Mcl-1/Noxa peptide binding, 2 h. AID 1022. 1.5% of 220,000 active. Q07820;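 active means compounds that cut the protein-peptide binding signal by more than 50% relative to plate controls in a single-dose test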;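 further: His-tagged Mcl-1 with rhodamine Noxa BH3 peptide and terbium anti-His antibody; 0% = Mcl-1 plus Noxa peptide wells and 100% = peptide-only wells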
RGS8-Gao – regulators of human RGS8-Galphao interaction; AID 1423; 0.34% of 220,000 active; multiplexed bead flow cytometry, RGS8-Galphao binding; actives lie on both sides; response (percent of control binding), % at 10 µM; P09471; in the data active means response below about 60% or above about 140%; inactive means in between;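 further: Galphao activated as the GDP aluminium fluoride complex binding bead-coupled RGS8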
RGS4-Gao reg – modulates binding of RGS4 to human Galphao | P09471 | Multiplexed bead flow cytometry; actives lie on both sides | binding response (% of control), % at 10 µM | 0.33% of 220,000 active; in the data active means binding response below about 49% or above about 150%; inactive means in between;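 further: fluorescent Galphao activated with aluminum fluoride binding bead-coupled RGS4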
Bcl-W Bim block – human Bim-Bcl-W interaction inhibition. Q92843. bead-based flow cytometry, Bim peptide-Bcl-W binding. inhibition, % at 10 µM. 0.02% of 190,000 active. AID 952;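 further: 0% = bound tracer without compound and 100% = peptide blocker; higher means less fluorescent Bim peptide bound to Bcl-W beads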
Target sequence (Q92843 whole entry, looked up): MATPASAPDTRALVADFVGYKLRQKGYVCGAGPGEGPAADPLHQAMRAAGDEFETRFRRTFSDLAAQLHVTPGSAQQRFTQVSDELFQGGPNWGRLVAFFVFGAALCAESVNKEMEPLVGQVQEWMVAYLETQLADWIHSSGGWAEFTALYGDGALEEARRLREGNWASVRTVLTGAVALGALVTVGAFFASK
The depositor's hits bear a star; ? = inconclusive; . = not tested or not shown. Unless noted, no stated cut-off is given here; in the data, active means inhibition above about 40%. Hits appear at their usual frequency; any-hit rate near 2.7%.

(1) CCc1ccccc1NC(=O)N1CCCC(CCC(=O)N(C)CCc2ccccn2)C1 (configuration not stated)
(2) S=C(Nc1ccccc1Cl)Nc1ccc(Cl)cc1Cl
(3) Cc1cccn2c(N)c(-c3ccccc3)nc12
(4) COc1cccc(/C=C/C(=C2/C(=O)N(c3ccccc3)N=C2C)c2ccc(C)cc2)c1OC
(5) COc1ccc(NC(=O)/C(C#N)=C/c2ncc([N+](=O)[O-])n2C)c(OC)c1
(6) COc1ccc(C2(C(N)=O)CCCCC2)cc1OC
(7) Cc1ccc(S(=O)(=O)N2CCOCC2)cc1NC(=O)CNCC1CCCCC1
(8) CC1Cc2ccccc2N1S(=O)(=O)c1cnc(Cl)c(Cl)c1 (configuration not stated)
(9) O=C1C(=O)N(Cc2cccnc2)C(c2ccccn2)/C1=C(/O)c1ccccc1 (configuration not stated)
(10) Cc1ccc(-c2noc(CSc3nnc(Cc4ccccc4)n3-c3cccc(C)c3)n2)cc1

screen / no.,1,2,3,4,5,6,7,8,9,10
Bfl-1 Bim block,-3,0,3,-13,.,-13,-5,.,-4,-6
Bim-Bcl-B,-1,1,1,-4,.,-10,0,.,-3,-2
Mcl-1 Bim block,2,-2,-3,-6,.,3,0,.,-1,-3
RGS7-Gao reg,105,96,104,96,?,99,?,?,99,97
Bcl-2 Bim block,-4,-3,-2,0,.,-5,0,.,-4,-8
Bcl-XL Bim block,-3,-3,-2,-8,.,-4,0,.,-4,-2
Mcl1-Bid inh,-17,-11,-105,-15,19,-17,22,-12,-29,22
Mcl1 Noxa PPI,10,15,9,7,1,0,26,-6,9,12
RGS8-Gao,109,98,114,100,103,106,101,101,102,104
RGS4-Gao reg,104,98,104,96,106,107,102,102,100,97
Bcl-W Bim block,0,-3,-5,-3,.,4,1,.,0,-1

Seven entries from above, with values ahead of the structure:
nr | Bfl-1 Bim block | Bim-Bcl-B | Mcl-1 Bim block | RGS7-Gao reg | Bcl-2 Bim block | Bcl-XL Bim block | Mcl1-Bid inh | Mcl1 Noxa PPI | RGS8-Gao | RGS4-Gao reg | Bcl-W Bim block | SMILES
1 | -3 | -1 | 2 | 105 | -4 | -3 | -17 | 10 | 109 | 104 | 0 | CCc1ccccc1NC(=O)N1CCCC(CCC(=O)N(C)CCc2ccccn2)C1 (configuration not stated)
5 | . | . | . | ? | . | . | 19 | 1 | 103 | 106 | . | COc1ccc(NC(=O)/C(C#N)=C/c2ncc([N+](=O)[O-])n2C)c(OC)c1
7 | -5 | 0 | 0 | ? | 0 | 0 | 22 | 26 | 101 | 102 | 1 | Cc1ccc(S(=O)(=O)N2CCOCC2)cc1NC(=O)CNCC1CCCCC1
3 | 3 | 1 | -3 | 104 | -2 | -2 | -105 | 9 | 114 | 104 | -5 | Cc1cccn2c(N)c(-c3ccccc3)nc12
4 | -13 | -4 | -6 | 96 | 0 | -8 | -15 | 7 | 100 | 96 | -3 | COc1cccc(/C=C/C(=C2/C(=O)N(c3ccccc3)N=C2C)c2ccc(C)cc2)c1OC
10 | -6 | -2 | -3 | 97 | -8 | -2 | 22 | 12 | 104 | 97 | -1 | Cc1ccc(-c2noc(CSc3nnc(Cc4ccccc4)n3-c3cccc(C)c3)n2)cc1
9 | -4 | -3 | -1 | 99 | -4 | -4 | -29 | 9 | 102 | 100 | 0 | O=C1C(=O)N(Cc2cccnc2)C(c2ccccn2)/C1=C(/O)c1ccccc1 (configuration not stated)

The list goes on:
(11) COc1ccc(-c2nnc(SCCC(=O)O)n2-c2ccccc2)cc1OC
(12) Cc1c(C(=O)C(=O)N2CCN(C)CC2)c2ccccc2n1C
(13) O=C(CSc1ccc2ccccc2c1)NCCCN1CCCC1=O
(14) COc1ccc(C(=O)OCN2C(=O)c3ccccc3C2=O)cc1
(15) CN(C)c1ccc(N/C=C/C(=O)c2ccc(F)cc2)cc1
(16) CC(O)CNC(=O)Cc1cc(=O)[nH]c(=O)[nH]1 (configuration not stated)
(17) Cc1cc2cc(CNC(=O)Cc3ccc([N+](=O)[O-])cc3)ccc2[nH]1
(18) N#CC(=C=[N-])c1nc2ccccc2nc1-[n+]1cccc(NC(=O)c2ccc(F)cc2)c1
(19) Cc1ccc2[nH]c(=O)c(C(c3nnnn3C(C)(C)C)N3CCN(C(=O)c4ccco4)CC3)cc2c1 (configuration not stated)
(20) CN(C)c1nc(SCC#N)nc(N(C)C)n1

screen / no.,11,12,13,14,15,16,17,18,19,20
Bfl-1 Bim block,-3,-6,-11,2,10,.,1,.,-1,-23
Bim-Bcl-B,-3,-6,-6,0,-1,.,-2,.,0,-16
Mcl-1 Bim block,-1,-21,-2,-4,1,.,0,.,-2,-5
RGS7-Gao reg,109,99,88,106,92,?,99,?,99,115
Bcl-2 Bim block,-2,-7,0,0,5,.,-1,.,-2,-13
Bcl-XL Bim block,-5,-13,-3,-1,1,.,0,.,-1,-8
Mcl1-Bid inh,-14,-10,-34,21,-50,-34,-46,8,-4,-14
Mcl1 Noxa PPI,5,-4,-3,37,11,24,4,36,2,-12
RGS8-Gao,105,100,89,101,98,102,94,99,101,101
RGS4-Gao reg,109,97,95,102,90,104,98,105,99,106
Bcl-W Bim block,-2,-7,-2,0,6,.,-1,.,0,-7

(21) CCOc1ccc(N(CC(=O)N2CC=C(c3ccccc3)CC2)S(=O)(=O)c2c(C)noc2C)cc1
(22) Cc1ccc([N+](=O)[O-])cc1S(=O)(=O)N1CCCC1
(23) O=[N+]([O-])c1ccc(O)c(/C=N\N=C2c3ccccc3-c3ccccc32)c1
(24) CCOc1ccccc1C(=O)NCCC(=O)O
(25) O=C(NCC(=O)N(c1ccc2c(c1)OCO2)C(C(=O)NC1CCCC1)c1cccs1)c1ccco1 (configuration not stated)
(26) CCOC(=O)C(C)Oc1cccc2c(=O)n(CC(=O)NCc3ccc4c(c3)OCO4)ccc12 (configuration not stated)
(27) Cc1cccc(N2CCN(C(=O)c3cn(C)c(=O)c4c3c3ccccc3n4C)CC2)c1C
(28) Cc1ccc(C(C[N+](=O)[O-])c2c(-c3ccccc3O)[nH][nH]c2=O)cc1 (configuration not stated)
(29) COc1ccc(COc2cc(-c3cccc(OC)c3)nc3ccc(NC(=O)C(C)C)cc23)cc1
(30) CCOC(=O)COc1ccc(C2NC(C(=O)O)CS2)cc1 (configuration not stated)

screen / no.,21,22,23,24,25,26,27,28,29,30
Bfl-1 Bim block,-3,14,4,-2,-2,-14,-3,0,2,-10
Bim-Bcl-B,-8,14,-2,-4,-2,-6,-3,-5,-1,-7
Mcl-1 Bim block,0,15,0,-4,-1,-1,-3,-7,4,0
RGS7-Gao reg,94,108,101,109,105,101,99,97,103,102
Bcl-2 Bim block,-6,10,-2,-2,-2,-6,-3,-3,2,-5
Bcl-XL Bim block,0,20,-2,-3,-2,-4,-3,-6,1,-5
Mcl1-Bid inh,-21,-5,7,-14,-5,-17,9,-41,-4,-46
Mcl1 Noxa PPI,-1,10,15,-12,4,10,-5,-5,-5,-13
RGS8-Gao,99,116,102,134,100,102,101,88,104,101
RGS4-Gao reg,96,105,101,115,108,102,101,97,103,102
Bcl-W Bim block,1,13,-3,1,0,2,-1,-2,3,4

(31) COc1ccc(NC(=O)CCn2cccc2)cc1
(32) COc1ccc(CN(C2CCCC2)S(=O)(=O)c2ccc(-n3cnnn3)c(OC)c2)cc1OC
(33) CN(C)S(=O)(=O)c1ccc(Cl)c(NC(=O)COC(=O)CCSc2ccccc2)c1
(34) O=C(NCc1ccccc1)C1=C[C@@H](C2CC2)C[C@@H](OCCCCO)O1
(35) CCc1nc(-c2ccccc2)cc(=O)[nH]1
(36) CCCCC(=O)NS(=O)(=O)c1ccc(NS(C)(=O)=O)cc1
(37) Cc1cccc(NC(=O)NCCc2ccc(Cl)cc2)c1
(38) O=C(Nc1ccccc1F)NC1CCN(Cc2nnnn2Cc2ccc(F)cc2)CC1
(39) CCn1c(COc2ccccc2)nnc1SCC(=O)C(C)(C)C
(40) COc1cc(NS(=O)(=O)c2ccc(NC(=O)COc3ccc(C)cc3C)cc2)nc(OC)n1

screen / no.,31,32,33,34,35,36,37,38,39,40
Bfl-1 Bim block,0,-7,-2,3,-6,-3,-4,-12,-12,0
Bim-Bcl-B,0,-14,-7,3,-3,-4,-2,-10,-10,-4
Mcl-1 Bim block,-3,-4,-5,0,4,3,1,0,-3,-3
RGS7-Gao reg,97,98,105,101,104,100,109,99,98,96
Bcl-2 Bim block,0,-8,0,1,-5,-4,0,-7,-6,-2
Bcl-XL Bim block,0,2,-2,-2,-3,-1,-3,2,-6,-3
Mcl1-Bid inh,-69,8,-6,-7,-33,-4,-34,-4,-17,5
Mcl1 Noxa PPI,2,-5,9,-19,-3,-1,-1,-6,-23,19
RGS8-Gao,98,100,99,106,103,100,104,101,100,110
RGS4-Gao reg,100,98,102,106,103,102,105,100,100,104
Bcl-W Bim block,0,-3,0,-1,3,0,-3,0,1,-4

(41) CC(C)CCN(C(=O)CNC(=O)c1ccco1)C(C(=O)NC1CCCCC1)c1ccco1 (configuration not stated)
(42) O=C(Nc1cccc(S(=O)(=O)NC2=NCCC2)c1)c1cc(-c2ccco2)nc2ccccc12
(43) S=C(NCc1ccco1)Nc1ccc(Oc2ccc(Cl)cc2)cc1
(44) CCN(C(=O)[C@@H]1CCCN1C(=O)c1cccs1)c1nc2cc(Cl)ccc2s1
(45) Cc1c(C(=O)N2CCN(Cc3ccc4c(c3)OCO4)CC2)cccc1[N+](=O)[O-]
(46) COC(=O)NCc1ccc2c(c1)OCO2
(47) CCc1ccc(CN(C)C(=O)CCc2nnc(CCc3cccc(OC)c3)o2)nc1

screen / no.,41,42,43,44,45,46,47
Bfl-1 Bim block,-2,.,.,15,1,-11,-1
Bim-Bcl-B,0,.,.,13,-4,-8,-1
Mcl-1 Bim block,-2,.,.,17,0,-1,-1
RGS7-Gao reg,97,?,?,97,98,101,92
Bcl-2 Bim block,0,.,.,11,1,-13,0
Bcl-XL Bim block,0,.,.,24,-1,-3,-4
Mcl1-Bid inh,-6,49,-17,10,-8,-10,-9
Mcl1 Noxa PPI,6,99*,0,15,13,6,-21
RGS8-Gao,100,95,14*,95,100,102,102
RGS4-Gao reg,96,83,-37*,96,96,99,89
Bcl-W Bim block,0,.,.,17,2,-2,-1
